CRE Fsk mod: CRE-bla signaling modulation under forskolin stimulation. Potency, µM (series often up to 38.2 µM), inactives show top-dose activity change, negative = inhibition, usual class: activators. AID 662. CHO CRE-bla reporter (cAMP response element driving beta-lactamase), forskolin EC10, beta-lactamase ratio. 2.5% of 71,000 active; active means well fitted activation curve with a large enough effect in the signal ratio, with a control signal flat, not every such curve was filed as active; inconclusive means small, poorly fitted or top-dose-only effect, or effect the other way, or a change in a side signal; the % refers to the signal ratio; further: potency means the concentration at half of the fitted maximal effect; % of control where 0% means no effect
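Modulation of forskolin signalling: compounds in titration series added with EC10 NKH 477 to CHO cells carrying a CRE-driven beta-lactamase reporter, 3 h, 37C. CCF4 FRET ratio (460/530 nm, ex 405 nm) gives %activity and AC50.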
BRCT inh green: inhibitors of human BRCA1 BRCT-phosphoprotein interaction (green fluorophore); AID 875; P38398; Potency, µM (titrated, usually from 76.9 µM), for the others: at the highest dose activity change, negative = inhibition, hits mostly inhibitors; BRCA1 BRCT-phosphopeptide binding, green fluorescence polarization; 0.05% of 75,000 active;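 further: potency means the concentration at half of the fitted maximal effect; plate controls were peptide without protein for full effect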
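Fluorescence polarization: His-tagged BRCT (~35 kDa BRCA1 C-terminus, 250 nM) bound to 100 nM fluorescein-labeled phosphorylated 10-aa BACH1 peptide, pH 7.3 phosphate buffer with DTT and Tween 20. Compounds incubated 12 min at room temperature; inhibition read as lowered polarization.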
Casp7 inh: caspase-7 (human) inhibition, allosteric or competitive | P55210 | recombinant caspase-7, Ac-DEVD-AFC fluorescence rate | Potency, µM (top dose mostly 57.5 µM), for inactives: at the top dose activity change, negative = inhibition, actives largely listed as inhibitors | 0.02% of 75,000 active; active means well fitted inhibition curve with a large enough effect in the main read-out, with a control signal flat, not every such curve was filed as active; inconclusive means small, poorly fitted or top-dose-only effect, or a change in a side signal; further: potency means the concentration at half of the fitted maximal effect; % of control where 0% means no effect
USP2a inh: USP2a (human) protease inhibition; Potency, µM (series often up to 38.3 µM), for inactives: top-dose activity change, negative = inhibition, hits mostly inhibitors; 0.1% of 60,000 active; AID 927; O75604; USP2a enzymatic assay, qHTS inhibition;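 further: potency means the concentration at half of the fitted maximal effect; nearly all actives have a fitted effect of over 60% in size; plate controls were DMSO for no effect and NEM full inhibition control for full effect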
Target sequence (O75604 whole entry, looked up): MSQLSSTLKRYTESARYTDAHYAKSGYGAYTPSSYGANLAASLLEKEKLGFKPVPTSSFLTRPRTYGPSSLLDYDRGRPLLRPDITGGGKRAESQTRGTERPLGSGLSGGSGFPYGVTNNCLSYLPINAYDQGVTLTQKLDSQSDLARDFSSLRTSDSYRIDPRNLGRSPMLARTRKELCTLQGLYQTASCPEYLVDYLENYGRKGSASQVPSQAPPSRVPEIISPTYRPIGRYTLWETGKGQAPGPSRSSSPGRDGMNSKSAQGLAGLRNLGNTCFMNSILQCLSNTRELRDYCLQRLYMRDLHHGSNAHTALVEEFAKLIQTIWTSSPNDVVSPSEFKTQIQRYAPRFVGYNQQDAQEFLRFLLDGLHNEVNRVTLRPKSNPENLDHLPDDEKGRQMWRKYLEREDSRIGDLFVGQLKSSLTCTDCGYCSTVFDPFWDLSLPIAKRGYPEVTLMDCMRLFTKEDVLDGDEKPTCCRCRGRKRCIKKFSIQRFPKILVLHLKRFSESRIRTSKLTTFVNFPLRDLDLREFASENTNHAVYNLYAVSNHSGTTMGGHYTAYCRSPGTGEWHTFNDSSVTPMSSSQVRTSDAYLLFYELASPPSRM
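USP2 core (20 nM final) was preincubated with compound for 30 min at RT in 20 mM Tris-HCl pH 8.0, 2 mM CaCl2, 2 mM beta-mercaptoethanol; Ub-PLA2 (20 nM) plus NBD C6-HPC (20 uM) then added, fluorescence read after 2.5 h.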
Tau filament bind: binders of human tau filaments | recombinant tau filaments, thioflavin S fluorescence, 15 h; filaments grown with octadecylsulfate alongside compound | Potency, µM (highest dose often 57.1 µM), for inactives: at the highest dose activity change, negative = inhibition | 2% of 71,000 active | AID 596;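 further: potency means the concentration at half of the fitted maximal effect; on the % scale 0 is the no-effect control and ±100 the full control effect; actives lower thioflavin S fluorescence by blocking filaments or displacing dye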
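Thioflavine S fluorescence (ex 450, em 510 nm) reports filaments formed from 1 uM human tau plus 30 uM ODS over 15 h at 37 C (10 mM HEPES pH 7.4, 100 mM NaCl, 5 mM DTT); compounds displacing dye or blocking filaments lower signal.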
Luciferase inh: inhibitors of firefly luciferase; Potency, µM (titrated, usually from 57.1 µM), without a hit: at the top dose activity change, negative = inhibition, usual class: inhibitors; P08659; AID 411; purified firefly luciferase, luminescence, 8 min; 2.2% of 72,000 active; further: potency means the concentration at half of the fitted maximal effect; on the % scale 0 is the no-effect control and ±100 the full control effect; nearly all actives have a fitted effect of over 40% in size
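Luminescence read-out after 8 min at room temperature; enzyme reaction used luciferin plus 10 uM ATP (linear range) in imidazole buffer pH 7.2 with KCl, MgCl2, Tween 20 and BSA. Each sample was run as a titration.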
ERK AVP inh: vasopressin-driven ERK pathway inhibition; HEK293-V1b, vasopressin-stimulated pERK AlphaScreen; Potency, µM (titrated, usually from 57.5 µM), without a hit: at the highest dose activity, negative = inhibition, usual class: inhibitors; 0.99% of 72,000 active; further: potency means the concentration at half of the fitted maximal effect; on the % scale 0 is the no-effect control and ±100 the full control effect; nearly all actives have a fitted effect of over 55% in size
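qHTS, compounds titrated on V1b-expressing HEK293 cells. Preincubation 30 min at 37C, vasopressin 25 nM for 5 min, lysis 10 min, bead incubation 5 hr at room temperature.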
BRCT inh red: BRCT-phosphoprotein interaction inhibition (red fluorophore); 0.03% of 75,000 active; P38398; Potency, µM (titrated, usually from 76.9 µM), inactives show top-dose activity change, negative = inhibition, most hits filed as inhibitors; AID 892; BRCT-phosphopeptide binding, red fluorescence polarization; further: on the % scale 0 is the no-effect control and ±100 the full control effect
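Fluorescence polarization: 100 nM His-tagged BRCA1 BRCT with 100 nM TAMRA-labelled phospho-BACH1 decapeptide, phosphate buffer pH 7.3 with 150 mM NaCl, DTT, 0.01% Tween 20; 12 min RT. Binding inhibition seen as FP decrease.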
A350 fluor: compounds fluorescent in Alexa 350 spectral region; Compound autofluorescence, 340/450 nm, Alexa 350 dye-equivalents; active compounds read high; max dye-equivalent concentration, M; 11% of 59,000 active; in the data active means max dye-equivalent concentration above about 10 nM; inconclusive means mostly about 1.1 nM to 9.6 nM
Casp1 inh: blocks human caspase-1 allosterically or competitively | Caspase-1 enzyme, Ac-WEHD-AFC fluorogenic rate | Potency, µM (titrated, usually from 57.5 µM), inactives show at the highest dose activity change, negative = inhibition, actives largely listed as inhibitors | 0.03% of 75,000 active;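 further: potency means the concentration at half of the fitted maximal effect; plate controls were vehicle for no effect and no substrate for full effect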
Target sequence (P29466 120-297 limits assumed): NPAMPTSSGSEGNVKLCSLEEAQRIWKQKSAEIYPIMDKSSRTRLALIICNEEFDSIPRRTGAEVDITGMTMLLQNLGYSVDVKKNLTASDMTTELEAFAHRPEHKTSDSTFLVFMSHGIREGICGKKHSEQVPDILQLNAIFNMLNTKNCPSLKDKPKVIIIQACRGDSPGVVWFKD
Target sequence (P29466 317-404 limits assumed): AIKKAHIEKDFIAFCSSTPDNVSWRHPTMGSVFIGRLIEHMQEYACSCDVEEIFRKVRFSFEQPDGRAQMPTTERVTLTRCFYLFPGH
HEK293 cAMP ctrl: parental HEK293 cAMP activation (counter-screen); parental HEK293 CNG cAMP sensor, membrane potential fluorescence; Potency, µM (highest dose often 57.1 µM), for inactives: at the top dose activation, most hits filed as activators; 2.5% of 73,000 active; AID 938; further: potency means the concentration at half of the fitted maximal effect; % of control where 0% means no effect; nearly all actives have a fitted effect of over 55% in size
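Parental HEK 293 cells stably expressing a cAMP-gated CNG channel were loaded with membrane potential dye containing 100 uM RO 20-1724 for 60 min. Compound added for 30 min; depolarization read as fluorescence intensity at 590 nm.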
* = called active by the depositor; i = inactive; u = inconclusive; x = not tested or not shown; [ ] = dose if it differs, or a comment. Unless noted, the call rests on the fitted dose curve; in most records, active means well fitted curve in the direction sought with a large enough effect; inconclusive means small, poorly fitted or top-dose-only effect, or another doubt; inactive means no such curve, though single readings can be large; an effect the other way counts as inactive or inconclusive.

SMILES	CRE Fsk mod	BRCT inh green	Casp7 inh	USP2a inh	Tau filament bind	Luciferase inh	ERK AVP inh	BRCT inh red	A350 fluor	Casp1 inh	HEK293 cAMP ctrl
Nc1ccc(N=Nc2c(S(=O)(=O)O)cc3ccccc3c2S(=O)(=O)O)cc1	11.4%[7.6 µM]	-4.4%[15.4 µM]	-3.1%[11.5 µM]	x	-6.4%[11.4 µM]	1.6%[11.4 µM]	1.8%[11.5 µM]	-0.8%[15.4 µM]	u	0.4%[11.5 µM]	2.8%[11.4 µM]
CC(=O)Nc1nonc1-c1nc2ccccc2n1N(C(C)=O)C(C)=O	-2.3%	-1.2%	-23.7%	15.4%	-24.0%	-2.3%	34.0%[activator]	-2.8%	x	-2.6%	0.3%
Cc1ccc(OCC(O)CN2CCN(c3ccccc3)CC2)cc1 (stereo unspecified)	-9.9%	-1.7%	0.0%	6.7%	-18.3%	2.4%	-12.4%	-1.0%	x	-0.9%	15.5%
CCOc1ccc(CN(C(=O)c2ccco2)C2CCS(=O)(=O)C2)cc1 (stereo unspecified)	-8.6%	-1.2%	-2.1%	6.0%	21.0%	1.0%	-11.1%	0.1%	u	-1.1%	u
O=C(CSc1n[nH]c(-c2ccncc2)n1)NCCc1ccccc1	-3.3%	-0.4%	1.9%	-1.1%	7.7%	0.0%	0.1%	-0.2%	i	0.9%	4.7%
C=CCNC(=O)c1ccccc1Cl	u	-1.1%	-2.2%	-1.7%	6.3%	0.4%	9.7%	-0.9%	i	0.9%	18.6%
CC(C)C(=O)NCCc1nc2ccccc2n1C	-0.4%	-1.1%	1.3%	-4.0%	-4.6%	0.9%	-11.9%	0.4%	i	-0.2%	10.7%
COc1ccc(Cl)cc1C(=O)n1nc(C)cc1C	u	-0.2%	-0.7%	3.6%[7.66 µM]	9.3%[11.4 µM]	-9.5%	-12.6%	0.5%	x	0.0%	-2.5%[11.4 µM]
COc1ccc(-c2noc(CN(C)S(=O)(=O)c3ccc(C)cc3)n2)cc1	-1.1%	1.4%	-4.0%	-3.8%	0.9%	4.9%	-5.7%	0.0%	i	-2.0%	u
COc1ccccc1OCC(O)Cn1c(=N)n(CCN2CCCCC2)c2ccccc21 (stereo unspecified)	-12.6%	-1.6%	-2.0%	0.1%	107.6%	0.0%	-24.4%	-0.6%	i	-0.9%	u
O=C(O)CCC(=O)Nc1ccc(N2CCCCC2)c(C(=O)O)c1	2.3%	-1.2%	1.6%	-12.0%	0.2%	1.2%	5.9%	-1.6%	u	0.6%	9.2%
N#Cc1ccc(COC(=O)Cn2nnc(-c3ccccc3)n2)cc1	-2.8%	-0.8%	-1.4%	-6.0%	-11.5%	-0.7%	3.8%	-3.4%	i	1.4%	-4.7%
CCN1/C(=C/C(C)=O)Sc2ccc(OC)cc21	20.6%	-3.4%	-3.8%	-5.3%	-1.3%	-7.0%	-20.2%	-0.8%	1.42e-08M*	-0.2%	-4.0%
Cc1ccc(C)c(OCCOCCN2CCOCC2)c1	2.0%	-1.7%	-1.6%	6.6%	-10.3%	-0.6%	7.2%	0.8%	x	0.5%	1.1%
N#Cc1ccc(C23CC4(C2)[C@H](CN(Cc2cccnc2)[C@@H]4c2ccccc2)C3c2ccc(C(F)(F)F)cc2)cc1 (stereo partly specified)	x	-0.5%	-0.8%	x	x	x	5.5%	0.7%	x	0.9%	x
CN1CCN(C(=O)c2cnn3c(C(F)F)cc(C4CC4)nc23)CC1	17.5%	-0.2%	-1.7%	3.3%	-2.4%	1.3%	-7.6%	0.3%	u	-0.1%	2.0%
COc1ccc(CNC(=O)c2cnc3n(c2=O)CCS3)cc1	18.8%	3.4%	2.6%	x	-6.9%	1.0%	x	-0.6%	x	1.6%	u
CCCCNc1cc(=O)n(C)c(=O)n1C	x	-3.0%	-1.6%	x	x	x	x	0.6%	x	-4.1%	-8.4%
COc1ccc(CC(NC(C)=O)C(=O)NC2CCN(C(=O)Nc3ccc(C#N)cc3)CC2)cc1OC (stereo unspecified)	-6.4%	-1.0%	0.1%	6.0%	2.1%	-17.2%	-7.0%	0.7%	u	3.7%	-6.8%
CC(=O)c1cccc(NC(=O)N2CCc3ccccc3C2)c1	-6.1%	0.0%	-0.3%	9.1%	-5.2%	-24.2%	-7.1%	-1.2%	i	-0.2%	9.0%
Cc1ccccc1NC(=O)c1cc(S(=O)(=O)N2CCOCC2)cs1	1.5%	0.0%	-0.1%	-7.4%	42.4%	-33.5%	4.2%	-0.2%	i	-0.1%	-8.3%
CCCCC(CC)C(=O)Nc1ccccc1C#N (stereo unspecified)	2.2%	-1.8%	-2.3%	2.3%	-1.4%	1.2%	-2.8%	0.5%	i	-0.2%	14.8%
O=C(COc1ncnc2sccc12)Nc1ccc2c(c1)OCCO2	u	1.6%	0.9%	17.1%	-5.5%	-3.5%	-8.7%	0.5%	i	0.2%	2.9%
Cc1csc(NC(=O)CNC(=O)OCc2ccccc2)n1	-3.8%	-2.4%	0.6%	3.1%	-14.9%	3.6%	39.3%[activator]	-3.2%	i	0.1%	-0.8%
CC1CN(c2nc3ccccn3c(=O)c2/C=C(\C#N)S(=O)(=O)c2ccccc2)CC(C)O1 (stereo unspecified)	u	-2.0%	-20.7%	21.2%	20µM*	0.3%	u	0.4%	i	u	-16.5%

Later entries
SMILES	CRE Fsk mod	BRCT inh green	Casp7 inh	USP2a inh	Tau filament bind	Luciferase inh	ERK AVP inh	BRCT inh red	A350 fluor	Casp1 inh	HEK293 cAMP ctrl
COc1ccc(C(=O)N2c3cc4c(cc3C(C)=CC2(C)C)OCO4)cc1	u	-2.6%	-2.2%	-3.3%	15.8µM*	0.2%	u	-1.3%	i	-2.7%	19.4%
Cc1nnc(SCC(=O)Nn2cnnc2)s1	u	-0.2%	0.4%	-6.6%	8.1%	3.4%	11.2%	0.3%	i	2.2%	3.1%
O=C(Nc1ccc(-c2cn3ccsc3n2)cc1)C1CC1	11.4%	-0.9%	-3.4%	-1.8%	-7.5%	6.31µM*	-1.4%	0.5%	i	0.7%	-5.5%
Cc1cc(=O)[nH]c2ccccc12	-7.6%	-1.1%	6.3%	-3.1%	8.3%	-33.8%	-13.8%	-2.6%	u	1.4%	-1.2%
CS(=O)(=O)N1CCC[C@@]2(CCN(c3ncccn3)C2)C1	6.5%	-2.9%	-0.6%	12.6%	-4.1%	2.2%[11.4 µM]	-0.1%	-1.8%	i	2.2%	7.7%
O=c1c2cnn(-c3ccccc3)c2ncn1Cc1cccnc1	7.2%	-0.9%	0.6%	-1.7%	6.5%	5.6%	20.8%	-1.2%	i	0.8%	1.2%
Cn1c(SCC(=O)N2CCCCCC2)nc2c([nH]c3ccccc32)c1=O	6.4%	-2.5%	1.1%	14.6%	3.2%	1.8%	4.1%	1.4%	4.39e-08M*	-1.5%	u
CCOc1cc2c3c(c1)C1(C(=O)N3C(C)(C)C=C2C)C(C#N)=C(N)Oc2cc(O)ccc21 (stereo unspecified)	u	-3.2%	-3.9%	19.1%	7.0%	1.8%	-4.4%	-0.5%	i	-5.5%	8.2%
CCOc1ccc2oc(-c3ccccc3)c(C(=O)O)c2c1	-5.1%	0.9%	-0.3%	-12.4%	-3.9%	0.5%	-15.9%	-1.2%	4.77e-08M*	-1.0%	-0.5%
CCN(CC)CCN1C(=O)c2cccc3cc(N)cc(c23)C1=O	18.7%[7.6 µM]	-6.5%[15.4 µM]	-2.7%[11.5 µM]	x	0.7%[11.4 µM]	2.2%[11.4 µM]	-0.7%[11.5 µM]	-1.5%[15.4 µM]	u	0.4%[11.5 µM]	-4.6%[11.4 µM]
Cc1nn(C)c(C)c1S(=O)(=O)N1CCCC(C(=O)N2CCN(c3ccccc3)CC2)C1 (stereo unspecified)	-5.0%	0.0%	-0.6%	x	-8.7%	-0.2%	-0.1%	1.0%	x	1.6%	-1.5%
COc1ccccc1S(=O)(=O)Cc1ccc(C(=O)N2CCOCC2)o1	-3.3%	0.0%	-3.2%	x	-6.2%	-2.3%	11.5%	-2.5%	x	-0.3%	-0.6%[11.4 µM]
CC1CC(C)CN(S(=O)(=O)c2cccc3cccnc23)C1 (stereo unspecified)	-13.1%	0.4%	1.1%	x	-10.5%	2.2%	x	-0.2%	x	-2.4%	u
CCc1nc2ccccc2c(=O)n1NC(=O)c1c(O)c2cccc3c2n(c1=O)CCC3	10.5%	0.6%	-0.6%	20.5%	3.0%	0.8%	-5.4%	0.4%	u	0.8%	-20.4%
c1cncc(CNC2CCCc3ccccc32)c1 (stereo unspecified)	-3.9%	-1.1%	0.7%	-4.5%	-14.6%	4.3%	7.3%	0.9%	i	1.2%	7.2%
NC(=O)C1CCN(C(=O)CN2C(=O)c3ccccc3S2(=O)=O)CC1	25.4%	-2.2%	-1.3%	1.8%	9.8%	1.8%	4.0%	-1.8%	i	0.2%	-0.9%

An unsorted share of the library; overall some 16% were active at least once.
